Screening data: PubChem BioAssay, National Center for Advancing Translational Sciences (NCATS)
Caspase-1 inhib: allosteric or competitive inhibitors of human caspase-1 | Caspase-1 enzyme, Ac-WEHD-AFC fluorogenic rate | Potency, µM (titrated, usually from 57.5 µM), for the others: at the top dose activity change, negative = inhibition, most hits filed as inhibitors | 75,000 tested, 0.03% active;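 note: potency is the fitted concentration of half-maximal effect; plate controls were vehicle for no effect and no substrate for full effect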
Target sequence (P29466 120-297 limits assumed): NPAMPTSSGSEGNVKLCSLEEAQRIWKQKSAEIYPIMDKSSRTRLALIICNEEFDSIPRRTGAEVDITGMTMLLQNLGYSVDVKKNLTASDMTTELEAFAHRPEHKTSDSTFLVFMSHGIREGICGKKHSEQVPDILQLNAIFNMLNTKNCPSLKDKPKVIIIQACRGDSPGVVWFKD
Target sequence (P29466 317-404 limits assumed): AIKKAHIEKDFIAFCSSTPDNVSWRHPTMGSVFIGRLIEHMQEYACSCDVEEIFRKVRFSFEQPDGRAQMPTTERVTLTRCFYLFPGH
BRCT PPI green: blocks human BRCA1 BRCT binding to phosphopeptide, green readout. P38398. BRCA1 BRCT-phosphopeptide binding, green fluorescence polarization. Potency, µM (highest dose often 76.9 µM), without a hit: top-dose activity change, negative = inhibition, hits mostly inhibitors. 75,000 tested, 0.05% active;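 note: potency is the fitted concentration of half-maximal effect; plate controls were peptide without protein for full effect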
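Compounds were incubated for 12 min at room temperature with a complex of 100 nM fluorescein-tagged pBACH1 decapeptide and 250 nM His-tagged BRCT protein. Buffer was phosphate pH 7.3 with EDTA, DTT and Tween 20. Disruption of binding lowers the polarization signal.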
HEK293 cAMP cs: parental HEK293 cAMP activation (counter-screen) | parental HEK293 CNG cAMP sensor, membrane potential fluorescence | Potency, µM (series often up to 57.1 µM), for the others: top-dose activation, actives largely listed as activators | 73,000 tested, 2.5% active; note: potency is the fitted concentration of half-maximal effect; % of control where 0% means no effect; nearly all actives have a fitted effect of over 55% in size
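Counterscreen for endogenous-receptor signalling: CNG-channel HEK 293 cells report cAMP rise by membrane depolarization. After 60 min dye equilibration with 100 uM RO 20-1724, compounds incubated 30 min before bottom-read fluorescence at 590 nm.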
Luciferase inh: firefly luciferase inhibition; P08659; 72,000 tested, 2.2% active; Potency, µM (series often up to 57.1 µM), inactives show at the highest dose activity change, negative = inhibition, most hits filed as inhibitors; purified firefly luciferase, luminescence, 8 min; AID 411; note: potency is the fitted concentration of half-maximal effect; % is set by controls: 0 for no effect and ±100 for the full control effect; nearly all actives have a fitted effect of over 40% in size
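qHTS concentration-response profiling: light output of P. pyralis luciferase with luciferin and 10 uM ATP, imidazole buffer pH 7.2. Read by luminescence after 8-min room-temperature incubation.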
BRCT PPI red: BRCT-phosphoprotein interaction inhibition (red fluorophore). 75,000 tested, 0.03% active. BRCT-phosphopeptide binding, red fluorescence polarization. AID 892. Potency, µM (doses to about 76.9 µM), inactives show top-dose activity change, negative = inhibition, actives largely listed as inhibitors. P38398; note: % is set by controls: 0 for no effect and ±100 for the full control effect
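Fluorescence polarization: 100 nM His-tagged BRCA1 BRCT with 100 nM TAMRA-labelled phospho-BACH1 decapeptide, phosphate buffer pH 7.3 with 150 mM NaCl, DTT, 0.01% Tween 20; 12 min RT. Binding inhibition seen as FP decrease.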
ERK AVP block: blocks ERK signaling stimulated by vasopressin; HEK293-V1b, vasopressin-stimulated pERK AlphaScreen; Potency, µM (series often up to 57.5 µM), inactives show at the highest dose activity, negative = inhibition, actives largely listed as inhibitors; 72,000 tested, 0.99% active; AID 995; note: potency is the fitted concentration of half-maximal effect; % is set by controls: 0 for no effect and ±100 for the full control effect; nearly all actives have a fitted effect of over 55% in size
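HEK293 cells stably expressing V1b receptor, seeded overnight in 1% FBS, were treated with compounds for 30 min at 37C, then stimulated 5 min with 25 nM vasopressin; phospho-ERK read by AlphaScreen SureFire after lysis.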
CRE-bla Fsk: modulators of forskolin-stimulated CRE signaling in CHO cells; CHO CRE-bla reporter (cAMP response element driving beta-lactamase), forskolin EC10, beta-lactamase ratio; Potency, µM (highest dose often 38.2 µM), inactives show at the top dose activity change, negative = inhibition, actives largely listed as activators; 71,000 tested, 2.5% active; active = well fitted activation curve with a large enough effect in the signal ratio, with a control signal flat, not every such curve was filed as active; inconclusive = small, poorly fitted or top-dose-only effect, or effect the other way, or a change in a side signal; the % refers to the signal ratio; note: potency is the fitted concentration of half-maximal effect; % of control where 0% means no effect
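Cells were plated overnight at 37 °C, exposed to compound titrations plus EC10 NKH 477 for 3 h, then given CCF4 dye for 2 h at room temperature. Blue/green (460/530 nm) ratio was converted to %Activity and AC50 values calculated.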
Tau filament bind: binds recombinant human tau filaments; recombinant tau filaments, thioflavin S fluorescence, 15 h; filaments grown with octadecylsulfate alongside compound; 71,000 tested, 2% active; AID 596; P10636; Potency, µM (highest dose often 57.1 µM), inactives show top-dose activity change, negative = inhibition;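 note: potency is the fitted concentration of half-maximal effect; % is set by controls: 0 for no effect and ±100 for the full control effect; actives lower thioflavin S fluorescence by blocking filaments or displacing dye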
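Recombinant tau protein (human, 1 uM final) plus 30 uM ODS in HEPES pH 7.4 with NaCl, DTT and thioflavine S. Compound present from the start; fluorescence at 510 nm after 15 h, 37 C.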
Casp7 inh: allosteric or competitive inhibitors of human caspase-7 | recombinant caspase-7, Ac-DEVD-AFC fluorescence rate | AID 889 | P55210 | Potency, µM (titrated, usually from 57.5 µM), inactives show at the top dose activity change, negative = inhibition, hits mostly inhibitors | 75,000 tested, 0.02% active; active = well fitted inhibition curve with a large enough effect in the main read-out, with a control signal flat, not every such curve was filed as active; inconclusive = small, poorly fitted or top-dose-only effect, or a change in a side signal; note: potency is the fitted concentration of half-maximal effect; % of control where 0% means no effect
Target sequence (P55210 24-198 limits assumed): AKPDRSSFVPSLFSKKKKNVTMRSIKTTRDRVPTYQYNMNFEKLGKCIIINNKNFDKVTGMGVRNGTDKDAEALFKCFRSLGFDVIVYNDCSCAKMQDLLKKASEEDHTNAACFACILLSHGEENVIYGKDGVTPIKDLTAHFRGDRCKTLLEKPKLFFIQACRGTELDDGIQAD
Target sequence (P55210 207-303 limits assumed): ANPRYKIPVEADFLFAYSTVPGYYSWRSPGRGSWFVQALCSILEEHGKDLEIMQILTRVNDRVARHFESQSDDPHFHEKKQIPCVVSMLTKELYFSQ
A350 autofl: A350 region autofluorescence; Compound autofluorescence, 340/450 nm, Alexa 350 dye-equivalents; stronger effect = higher value; max dye-equivalent concentration, M; 59,000 tested, 11% active; AID 590; in the data active = max dye-equivalent concentration above about 10 nM; inconclusive = mostly about 1.1 nM to 9.6 nM
USP2a inh: USP2a (human) protease inhibition. O75604. USP2a enzymatic assay, qHTS inhibition. Potency, µM (doses to about 38.3 µM), for the others: top-dose activity change, negative = inhibition, usual class: inhibitors. 60,000 tested, 0.1% active. AID 927;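 note: potency is the fitted concentration of half-maximal effect; nearly all actives have a fitted effect of over 60% in size; plate controls were DMSO for no effect and NEM full inhibition control for full effect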
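USP2 core (20 nM final) was preincubated with compound for 30 min at RT in 20 mM Tris-HCl pH 8.0, 2 mM CaCl2, 2 mM beta-mercaptoethanol; Ub-PLA2 (20 nM) plus NBD C6-HPC (20 uM) then added, fluorescence read after 2.5 h.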
Starred values were filed as active, the others as inactive; i = inactive; ? = inconclusive; · = not tested or not shown; [ ] = dose if it differs, or a comment. Unless noted, calls come from the whole dose curve; as a rule, active = well fitted curve in the direction sought with a large enough effect; inconclusive = small, poorly fitted or top-dose-only effect, or another doubt; inactive = no such curve, though single readings can be large; an effect the other way counts as inactive or inconclusive.

SMILES | Caspase-1 inhib | BRCT PPI green | HEK293 cAMP cs | Luciferase inh | BRCT PPI red | ERK AVP block | CRE-bla Fsk | Tau filament bind | Casp7 inh | A350 autofl | USP2a inh
CCOc1ccccc1C(=O)Nc1nccs1 | 1.3% | 0.5% | 8.3% | -2.9% | -3.9% | ? | ? | -0.5% | 3.6% | ? | ·
CCOC(=O)C1C(=O)NC(N2CCOCC2)=NC1C(C)C (stereo unspecified) | 0.1% | -0.9% | 6.1% | 2.0% | 1.0% | 5.7% | -7.8% | 1.4% | 1.2% | i | 1.3%
COC(=O)c1ccc(OC(=O)C2CC(=O)N(c3ccc(C)cc3C)C2)cc1 (stereo unspecified) | -0.5% | 0.4% | 0.2% | 2.7% | 1.5% | -3.0% | -5.8% | -4.3% | 1.3% | i | 3.6%
O=C(OCCN1CCCCC1)c1ccc(O)cc1 | -2.8% | 1.0% | 20.9%[11.4 µM] | -1.0% | 0.3% | -5.5% | ? | -0.3%[11.4 µM] | 0.9% | · | 2.7%[7.66 µM]
CC(=O)N1CCn2c3c(c(=O)c4cc(C)ccc42)CCC31 (stereo unspecified) | -12.1% | -2.2% | 4.9% | -5.5% | -1.3% | -20.9% | 3.8% | 0.0% | ? | · | ·
CCc1nc2cc(C)nn2c2nc3ccccc3n12 | -0.3% | 0.4% | 19.5% | -2.0% | -1.7% | -12.9% | 3.16µM* | 0.9% | 1.1% | i | -0.1%
O=C(Nc1nc2ccc(S(=O)(=O)N3CCCC3)cc2s1)C1CCCCC1 | -1.6% | 0.5% | 4.9% | 1.4% | 0.8% | 10.6% | ? | 26.7% | -4.8% | i | 46.6%[activator]
CC(=O)N1CCC[C@@]2(CCN(Cc3cc(C(F)(F)F)cc(C(F)(F)F)c3)C2)C1 | -1.7% | -0.4% | ? | 1.4%[11.4 µM] | -1.6% | -2.0% | -5.1% | -1.2% | 1.7% | i | -7.3%
CCOC(=O)c1c(CN2CCCCC2)n(C)c2cc(Br)c(OC)cc12 | 1.2% | 2.1% | ? | 2.2% | -1.2% | 20.2% | 10µM* | -7.2% | -1.8% | i | 0.5%
COc1ccc2[nH]cc(C(=O)CN3CCN(C(=O)c4ccco4)CC3)c2c1 | -3.9% | 5.3% | 0.2% | -1.1% | -0.3% | -4.1% | ? | -14.1% | -4.0% | i | 2.9%
CCS(=O)(=O)c1nc2ccccc2n1CC(=O)N1CCCCC1 | 0.3% | -1.6% | 0.0% | -0.3% | -1.3% | ? | 2.3% | 2.9% | 2.8% | i | -3.1%
CC[C@H](C(=O)c1cccs1)C(O)(C(F)(F)F)C(F)(F)F | -1.9%[11.5 µM] | 0.5%[15.4 µM] | -4.2%[11.4 µM] | 2.1%[11.4 µM] | -0.2%[15.4 µM] | -9.6%[11.5 µM] | -1.4%[7.6 µM] | -10.6%[11.4 µM] | -0.1%[11.5 µM] | i | ·
CCC(=O)N(Cc1cc(=O)[nH]c2ccccc12)C1CCCCC1 | -1.0% | -1.3% | 11.7% | 2.0% | 2.5% | -8.8% | 0.2% | 0.3% | 1.6% | i | 8.8%
O=C(c1ccncc1)N1CCC2(CC1)CN(c1ccccc1)C2 | -5.4% | 1.0% | ? | -0.9%[11.4 µM] | -0.2% | -4.9% | -14.1% | -12.7% | 0.3% | i | -8.7%
O=C(Nc1cccc(-c2cn3cccnc3n2)c1)c1ccc(Br)o1 | 0.8% | 3.0% | 27.9% | -3.8% | -1.3% | -8.0% | ? | 6.5% | -2.6% | 2.43e-07M* | -5.9%
O=C(NCc1ccco1)C1c2ccccc2Oc2ccccc21 | -3.1% | -0.9% | 3.0%[11.4 µM] | · | -2.4% | · | · | · | -10.9% | · | ·
O=c1[nH]c2ccc(S(=O)(=O)N3CCN(C4CCCCC4)CC3)cc2[nH]c1=O | -8.9% | 0.3% | 3.1% | 1.1% | -2.0% | 32.7% | ? | 94.9% | -6.6% | ? | 21.8%
O=C(c1ccccc1NS(=O)(=O)c1ccc(Br)s1)N1CCOCC1 | -1.0% | -1.4% | 2.4% | 0.3% | 0.0% | -17.1% | -7.0% | 0.9% | 1.9% | i | 1.1%
COc1ccccc1-c1nccc(NCc2cccnc2)n1 | -16.0% | 0.4% | 15.8% | 0.0%[2.29 µM] | 1.0% | -14.7% | 4.9% | -17.3% | -19.0% | i | 13.1%
CCNC(=O)CC1C(=O)N(c2ccc(F)cc2)C(=O)N1CCc1ccc(OC)cc1 (stereo unspecified) | 1.8% | 0.0% | -3.2%[2.29 µM] | 1.4% | -0.5% | 20.1% | ? | -6.1% | 0.6% | i | 3.7%
Cc1cc(NC(=O)CCC(=O)N(CC(=O)NC2CCCC2)c2ccc3c(c2)OCCO3)no1 | -0.7% | 0.8% | 8.4% | 2.9% | 0.6% | -0.1% | 1.0% | -10.0% | 1.2% | i | ·
Cc1cccc(N2C(=O)CC(N3CCN(c4cccc(C(F)(F)F)c4)CC3)C2=O)c1 (stereo unspecified) | -1.1% | -0.2% | -23.8% | -2.5% | -0.3% | -2.9% | -11.9% | 12.8% | -1.1% | · | 9.5%
Cc1cc(N2CCN(C)CC2)nc2ccc(NC(=O)c3ccc4c(c3)OCO4)cc12 | -4.6% | 0.9% | 1.1% | 25.1µM* | -0.7% | 12.6µM* | 13.7% | 179.2% | 1.6% | 2.37e-08M* | 23.8%
COc1ccccc1-c1nnc(NC(=O)OCC(C)C)s1 | 2.7% | -2.5% | 7.5% | 2.1% | 1.2% | 4.4% | 5.0% | -3.2% | 0.6% | i | 6.9%
CCCC1(C(=O)OC)C=C2C(=C(c3ccccc3)C(=O)C2C)CN1 (stereo unspecified) | -10.2% | -4.1% | 21.3% | · | -2.0% | -2.8% | -16.4% | 128.0% | -13.0% | · | ·

Remaining list, next part.
SMILES | Caspase-1 inhib | BRCT PPI green | HEK293 cAMP cs | Luciferase inh | BRCT PPI red | ERK AVP block | CRE-bla Fsk | Tau filament bind | Casp7 inh | A350 autofl | USP2a inh
C=CCn1c(SCC(=O)c2cccs2)nc2sc(C)cc2c1=O | -3.3% | 5.4% | ? | 1.6% | 0.2% | ? | 3.5% | 67.8% | -4.9% | ? | 1.7%
COCCNC(=O)[C@@]1(Cc2ccccc2)C=C[C@@H](C)N1C(C)=O | 2.0% | -4.0% | 13.7% | · | -1.5% | 28.0% | 2.5% | 2.5% | 0.5% | · | ·
Cc1cnnc2c1-c1nonc1CC2 | -1.2% | -3.7% | 1.6% | 1.8% | -0.7% | -25.5% | ? | 1.9% | -0.1% | i | 1.1%
Cc1cc(C)c(S(=O)(=O)N(CC(=O)O)C2CCCCC2)c(C)c1 | 1.5% | -1.7% | -3.0% | 3.2% | 0.6% | 15.6% | -11.1% | 360.9% | -2.1% | i | 54.7%[activator]
COc1cccc(Cn2c(=O)c(C)nc3cnc(N4CCN(C)CC4)nc32)c1 | -5.3% | 0.9% | 10.7% | 1.0%[11.4 µM] | 1.2% | -10.8% | ? | 3.9% | -6.4% | i | 229.8%[activator]
Cc1cc(C)nc(N(C#N)CC(=O)Nc2ccccc2)n1 | -1.8% | -3.8% | ? | 1.9% | -0.2% | -0.8% | 5.8% | -1.0% | 2.5% | i | -0.9%
COc1cc2c(cc1OC)CN(S(=O)(=O)c1ccc3c(c1)OCCO3)CC2 | -0.8% | -1.9% | -3.7% | -0.9% | -1.1% | -5.6% | ? | -4.2% | -0.5% | i | 0.9%
COc1cccc(-c2csc(N3CCN(CC(=O)Nc4ccc5c(c4)OCO5)CC3)n2)c1 | -2.9% | 8.0% | 20.8% | 3.0% | -0.3% | 25.6% | ? | 15.7% | -2.9% | i | 5.8%
COc1ccc(NC(=O)Nc2cccc(C)n2)cc1 | 2.3% | -1.8% | ? | 15.8µM* | 0.1% | 17.8% | 5.8% | 3.3% | -1.3% | · | ·
COc1ccc(-n2c(SCC(N)=O)nnc2-c2ccccc2F)cc1 | 0.1% | -2.3% | 2.7% | 3.0% | 2.1% | -1.7% | -22.8% | -19.2% | -2.2% | ? | 1.0%
CCOc1ccccc1C1C2C(=O)N(c3ccccc3)C(=O)C2ON1c1ccccc1 (stereo unspecified) | -0.6% | 0.4% | 14.4% | 3.1% | -0.2% | -7.8% | -7.0% | 4.0% | 0.2% | i | 1.8%
c1ccc(Cc2nnc3sc(-c4cccs4)nn23)cc1 | -0.1% | -3.9% | -6.2% | 2.7% | 0.1% | -7.1% | 1.0% | -1.4% | -1.1% | i | -7.0%

Some entries already given, limited to Casp7 inh.
Structure	Casp7 inh
Cc1cnnc2c1-c1nonc1CC2	-0.1%
Cc1cc(C)c(S(=O)(=O)N(CC(=O)O)C2CCCCC2)c(C)c1	-2.1%
